Screening data deposited in PubChem BioAssay by National Center for Advancing Translational Sciences (NCATS).
AmpC det inh – inhibitors of E. coli AmpC beta-lactamase with detergent. purified AmpC, nitrocefin hydrolysis with detergent. Potency, µM (series often up to 28.7 µM), without a hit: top-dose activity change, negative = inhibition. hit rate 0.09% among 71,000; active means well fitted curve in the direction sought with a large enough effect
Target sequence (P00811 whole entry, looked up): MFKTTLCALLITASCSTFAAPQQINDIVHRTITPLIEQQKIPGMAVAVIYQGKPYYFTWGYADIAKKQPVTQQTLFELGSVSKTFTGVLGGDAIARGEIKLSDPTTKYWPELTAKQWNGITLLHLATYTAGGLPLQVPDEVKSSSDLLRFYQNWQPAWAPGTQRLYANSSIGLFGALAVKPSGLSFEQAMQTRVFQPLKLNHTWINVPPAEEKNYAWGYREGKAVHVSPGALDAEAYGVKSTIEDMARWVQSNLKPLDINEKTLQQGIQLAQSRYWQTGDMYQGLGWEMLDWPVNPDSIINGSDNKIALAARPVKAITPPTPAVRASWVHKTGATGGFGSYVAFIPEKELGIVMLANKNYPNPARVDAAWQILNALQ
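E. coli AmpC (5.3 nM) in 20 mM phosphate pH 7.0 with 0.01% Triton X-100, preincubated 15 min RT with compound; nitrocefin (2 uL of 800 uM stock) hydrolysis followed by 480 nm absorbance every 20 s over 4 min.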
* hit, by the source's call; & = joins results of further samples; [ ] = dose if it differs, or a comment. On the % scale 0 is the no-effect control and ±100 the full control effect; potency means the concentration at half of the fitted maximal effect. This is a subset; rates above refer to the full screens.

Sample of the layout:
Results for N#Cc1nc(-c2ccco2)oc1NCc1ccco1 ?
AmpC det inh: -5%

What do the screens show for `COCC(=O)N1CCC2(CCN(Cc3ccc(C#N)cc3)CC2)CC1`?
AmpC det inh: 0%

How did O=C(NCC1CCCO1)c1ccc(/C=N/O)nc1 (configuration not stated) do in these assays?
AmpC det inh: -3%

Results for COc1ccc(NC(=O)N2CCCC3(CCN(C(=O)c4ccc(OC)cc4)CC3)C2)cc1 ?
AmpC det inh: -1%

Main list, from the first entry:
Results for N#Cc1nc(-c2ccco2)oc1NCc1ccco1 ?
AmpC det inh: -5%

What do the screens show for `COCC(=O)N1CCC2(CCN(Cc3ccc(C#N)cc3)CC2)CC1`?
AmpC det inh: 0%

How did O=C(NCC1CCCO1)c1ccc(/C=N/O)nc1 (configuration not stated) do in these assays?
AmpC det inh: -3%

Results for COc1ccc(NC(=O)N2CCCC3(CCN(C(=O)c4ccc(OC)cc4)CC3)C2)cc1 ?
AmpC det inh: -1%

How did O=C1CCCC2=C1C(c1ccsc1)CC(=O)N2c1ccccc1 (configuration not stated) do in these assays?
AmpC det inh: -1%

How did COc1ccccc1NC(=O)c1sc2nc(-c3ccco3)ccc2c1N do in these assays?
AmpC det inh: 0%

What do the screens show for `CC(C)COC(=O)C1C2C=CC3(CN(C4CCCC4)C(=O)C13)O2` (configuration not stated)?
AmpC det inh: 9%

What do the screens show for `CCCn1c(=NC(C)=O)c(C(=O)OCC)cc2c(=O)n3ccccc3nc21`?
AmpC det inh: -4%

How did Cc1nc2sc3c(c2c(=O)o1)CCC3 do in these assays?
AmpC det inh: 1%

How did Cc1cc(C(=O)Nc2cccc(O)c2)co1 do in these assays?
AmpC det inh: -2%

Results for CCOC(=O)C1CCCN(C(=O)C2CCN(c3nnc(-n4cccc4)s3)CC2)C1 (configuration not stated) ?
AmpC det inh: 3%

Results for Cc1ccc(-c2cc(C(=O)Nc3cccnc3)c3ccccc3n2)o1 ?
AmpC det inh: 9%

How did O=C(Nc1cccc(O)c1)c1cccc(S(=O)(=O)N2CCCC2)c1 do in these assays?
AmpC det inh: 0%

How did CCN1CCN(C(=O)CN(Cc2ccccc2)S(C)(=O)=O)CC1 do in these assays?
AmpC det inh: -5%

What do the screens show for `COc1cccc(NC(=O)CSc2nnc(-c3cccs3)n2C)c1`?
AmpC det inh: 10%

How did Oc1c(C(c2cccs2)N2CCOCC2)sc2ncnn12 (configuration not stated) do in these assays?
AmpC det inh: 7%

How did CCN1CCN(Cc2c(O)ccc3c(=O)c(-c4ccc(OC)c(OC)c4)c(C(F)(F)F)oc23)CC1 do in these assays?
AmpC det inh: -3%

Results for c1ccc2nc(C3=NCCN3)ccc2c1 ?
AmpC det inh: -1%&-7%

How did COC(=O)c1cc(NC(=O)C2COc3ccccc3O2)cc(C(=O)OC)c1 (configuration not stated) do in these assays?
AmpC det inh: 11%

How did CCN1C(=O)CSC1=NC1C2CC3CC(C2)CC1C3 (configuration not stated) do in these assays?
AmpC det inh: 0%

What do the screens show for `O=S1(=O)CC(NCc2ccccc2)C(Nc2ccccc2)C1` (configuration not stated)?
AmpC det inh: -3%

How did COC(=O)CCN(C(C)=O)c1ccc(N)cc1 do in these assays?
AmpC det inh: 7%

Results for C[C@@H](CCc1ccccc1)NC[C@H](O)c1ccc(O)c(C(N)=O)c1 ?
AmpC det inh: 0%[12.8 µM]

How did Cc1cccc(NC(=O)CSc2nnc(-c3ccccc3)n2N)c1 do in these assays?
AmpC det inh: -2%

What do the screens show for `CCOC(=O)C1CC=C(Cl)CC1C(=O)Nc1nccs1` (configuration not stated)?
AmpC det inh: -1%

Results for Cc1ccc([N+](=O)[O-])cc1C ?
AmpC det inh: 9%

How did CSc1ncc(C(=O)O)n1-c1ccc(F)cc1 do in these assays?
AmpC det inh: -3%

Results for Cc1cccc(N2C(=O)CC(N(O)c3ccccc3)C2=O)c1 (configuration not stated) ?
AmpC det inh: -2%

Results for O=S1(=O)[C@H]([C@H]2CC3c4ccccc4C2c2ccccc23)[C@@H](N2CCCCC2)[C@@H]1c1ccccc1 ?
AmpC det inh: -3%[5.75 µM]

Results for CN1CCC(n2[nH]c(-c3ccccc3)c(Cc3ccccc3)c2=O)CC1 ?
AmpC det inh: -3%[5.75 µM]

How did COc1ccc(C2=NOC(C(=O)NC3CCCCC3)C2)cc1OC (configuration not stated) do in these assays?
AmpC det inh: -4%

Results for Brc1ccc(-c2nc3ccccc3s2)s1 ?
AmpC det inh: -1%

How did COc1ccc2[nH]c(=O)c(CN(Cc3ccco3)Cc3nnnn3Cc3ccccc3)cc2c1 do in these assays?
AmpC det inh: 0%

Results for Cc1cccc(N2CCN(C(=O)C3CCCN(S(=O)(=O)c4cnc[nH]4)C3)CC2C)c1 (configuration not stated) ?
AmpC det inh: -2%

How did CCN(c1ccc(C(O)(C(=O)OC)C(F)(F)F)cc1)S(=O)(=O)c1ccccc1 (configuration not stated) do in these assays?
AmpC det inh: 8%

What do the screens show for `CN(C)S(=O)(=O)c1ccc2c(c1)nc(CCC(=O)NCC1CCCCC1)n2C`?
AmpC det inh: -3%

Looked up one by one from above (five):
Results for Cc1ccc(-c2cc(C(=O)Nc3cccnc3)c3ccccc3n2)o1 ?
AmpC det inh: 9%

How did COc1ccc2[nH]c(=O)c(CN(Cc3ccco3)Cc3nnnn3Cc3ccccc3)cc2c1 do in these assays?
AmpC det inh: 0%

What do the screens show for `COc1cccc(NC(=O)CSc2nnc(-c3cccs3)n2C)c1`?
AmpC det inh: 10%

What do the screens show for `CN(C)S(=O)(=O)c1ccc2c(c1)nc(CCC(=O)NCC1CCCCC1)n2C`?
AmpC det inh: -3%

How did CCN1C(=O)CSC1=NC1C2CC3CC(C2)CC1C3 (configuration not stated) do in these assays?
AmpC det inh: 0%

(more compounds)
What do the screens show for `COC(=O)c1ccc(CSc2ncnc3sc(C)c(C)c23)o1`?
AmpC det inh: -5%

What do the screens show for `O=S1(=O)c2cccc3cccc(c23)N1Cc1ccc(-c2nnco2)cc1`?
AmpC det inh: -2%

Results for Nc1ccc(-c2ccc(N)c(Cl)c2)cc1Cl ?
AmpC det inh: 9%

What do the screens show for `COC(=O)[C@@]1(Cc2ccc(OC)cc2)[C@H]2c3cc(C(=O)N4CCCC4)n(Cc4cc(F)cc5c4OCOC5)c3C[C@H]2CN1C(=O)c1ccccc1`?
AmpC det inh: 3%

How did O=C1CC(C2CCCO2)C(=O)N1c1cccc(Cl)c1 (configuration not stated) do in these assays?
AmpC det inh: 7%

Results for Cn1c(N2CCC(C(N)=O)CC2)nc2c1c(=O)n(Cc1ccc(Br)cc1)c(=O)n2C ?
AmpC det inh: -4%

What do the screens show for `CCN(C(=O)COC(=O)C(Cc1ccccc1)N1C(=O)c2ccccc2C1=O)C1CCS(=O)(=O)C1` (configuration not stated)?
AmpC det inh: 5%

Results for c1ccc(Cn2nnc3cnccc32)cc1 ?
AmpC det inh: 13%

How did CCOC(=O)C1CCN(Cc2cn[nH]c2-c2ccc(C)cc2)CC1 do in these assays?
AmpC det inh: -1%

What do the screens show for `Cc1ccc(CNC(=O)CCCn2c(=O)c3ccccc3n(CC(=O)NCc3ccco3)c2=O)cc1`?
AmpC det inh: -4%

Results for O=c1c(-c2ccc(Cl)cc2)nc2cnc(Nc3ccccc3)nc2n1C1CC1 ?
AmpC det inh: 1%

How did COC(=O)C1[C@H]2C(=O)N(Cc3cccs3)C[C@]23C=C[C@H]1O3 (some centres not stated) do in these assays?
AmpC det inh: 7%

Results for COc1ccc(-c2ccc(OC)cc2C(=O)O)cc1 ?
AmpC det inh: -3%

How did C=CCn1cnc2c(c1=O)c1nc3ccccc3nc1n2-c1ccccc1 do in these assays?
AmpC det inh: -3%

How did NCCNC[C@H](O)CO do in these assays?
AmpC det inh: 1%[5.75 µM]

Results for O=C(Nc1ccccc1)c1ccccc1OCC(O)CN1C(=O)c2ccccc2S1(=O)=O (configuration not stated) ?
AmpC det inh: 10%

Results for CCNc1nc(N2CCOCC2)nc(N(c2ccccc2)c2ccccc2)n1 ?
AmpC det inh: 12%

Results for Cc1ccc(S(=O)(=O)N2CCOCC2)cc1C(=O)NCc1ccc(F)cc1 ?
AmpC det inh: -4%

How did COCCCNC(=O)Cn1nnc(-c2ccc(NC(=O)c3ccccc3OC)cc2)n1 do in these assays?
AmpC det inh: 7%

How did O=C1Nc2ccccc2SC(c2ccccc2)C1O (configuration not stated) do in these assays?
AmpC det inh: -6%

Results for CC1(C)Cn2c(nnc2-c2cccc(O)c2)S1 ?
AmpC det inh: -1%

What do the screens show for `CCS(=O)(=O)N1CCN(S(=O)(=O)c2ccc(F)cc2)CC1`?
AmpC det inh: -4%

How did CC(=O)Nc1ccc(NC(=O)CN2CCCC(C)C2)c(Cl)c1 (configuration not stated) do in these assays?
AmpC det inh: -4%

Results for O=C(O)C(Cc1ccccc1)n1cnnn1 (configuration not stated) ?
AmpC det inh: -7%

What do the screens show for `CCCc1nc2ccccc2c(C(=O)OCc2nnc(-c3cc(OC)c(OC)c(OC)c3)o2)c1CC`?
AmpC det inh: 4%

How did Cc1cc(C)nc(-n2nc(C)cc2NC(=O)c2ccc3c(c2)OCO3)n1 do in these assays?
AmpC det inh: -1%

How did COc1ccccc1C(c1nnnn1Cc1ccccc1)N1CCN(c2nc3ccccc3s2)CC1 (configuration not stated) do in these assays?
AmpC det inh: 7%

What do the screens show for `CCCC(C)C(=O)Nc1ccc(Cl)cn1` (configuration not stated)?
AmpC det inh: -5%

What do the screens show for `Cc1ccc(OCC(=O)n2cnnc2N)c(C)c1`?
AmpC det inh: -11%

Results for O=C(CSc1ncn[nH]1)c1ccc2c(c1)OCCO2 ?
AmpC det inh: -4%

How did C=Cn1nc(C)c2ccccc2c1=O do in these assays?
AmpC det inh: -1%

What do the screens show for `CC(O)c1cccc(NC2=CC(=O)CC(C)(C)C2)c1` (configuration not stated)?
AmpC det inh: -4%

Results for O=C(O)c1cccc(Cl)c1 ?
AmpC det inh: 11%

What do the screens show for `COc1ccc(C(=O)N2CCC[C@@]3(CCN(Cc4cc(C(F)(F)F)cc(C(F)(F)F)c4)C3)C2)cc1`?
AmpC det inh: -2%

Results for COc1ccc(-n2c(SCC(=O)Nc3ccc4c(c3)OCO4)nc3ccccc3c2=O)cc1 ?
AmpC det inh: -1%

What do the screens show for `CCc1nnc(NC(=O)CSc2nnc(Cc3ccccc3)n2Cc2ccccc2)s1`?
AmpC det inh: 10%

Three compounds out of the list, sorted by number of heavy atoms, low to high.
How did COC(=O)CCN(C(C)=O)c1ccc(N)cc1 do in these assays?
AmpC det inh: 7%

How did CCN1CCN(C(=O)CN(Cc2ccccc2)S(C)(=O)=O)CC1 do in these assays?
AmpC det inh: -5%

What do the screens show for `CCN(C(=O)COC(=O)C(Cc1ccccc1)N1C(=O)c2ccccc2C1=O)C1CCS(=O)(=O)C1` (configuration not stated)?
AmpC det inh: 5%

Remaining list, next part.
Results for Cc1ccc(-c2nnc(N3CCOCC3)c3ccccc23)cc1S(=O)(=O)NCC1CCCO1 (configuration not stated) ?
AmpC det inh: 8%

Results for COc1ccc(-c2nc3ccccc3c(=O)n2CCCN2CCOCC2)cc1 ?
AmpC det inh: -3%

What do the screens show for `COc1cc(NC(=O)c2ccco2)c(OC)cc1NC(=O)CCC(=O)Nc1cc(C)ccc1C`?
AmpC det inh: 5%

How did O=C(O)CCN1C(=O)C(=C2CCCCCC2)SC1=S do in these assays?
AmpC det inh: 14%

How did O=C(CN1C(=O)C2C3C=CC(C3)C2C1=O)N1CC(=O)N(CCc2ccccc2)C(=O)C1 (configuration not stated) do in these assays?
AmpC det inh: -4%

Results for O=C(O)C1C2C=CC(C2)C1C(=O)NCCc1ccncc1 (configuration not stated) ?
AmpC det inh: -5%

What do the screens show for `COc1ccc(OC)c(NC(=O)CSc2nnc(CNc3ccc(F)cc3)o2)c1`?
AmpC det inh: -3%

Results for Cc1ccc(Cn2ccc(NC(=O)c3cc(-c4cccc(Cl)c4)on3)n2)cc1 ?
AmpC det inh: -4%

How did O=c1c2cnn(-c3ccccc3)c2ncn1Cc1ccccc1 do in these assays?
AmpC det inh: -4%

Results for N#Cc1nc(COc2ccc(F)cc2)oc1N1CCN(Cc2ccccc2)CC1 ?
AmpC det inh: -1%

How did CCOC(=O)CNC(=O)CSc1nnc(Cn2c(=O)sc3ccccc32)n1C do in these assays?
AmpC det inh: 7%

Results for O=C(c1cc2nc(-c3ccccc3)cc(C(F)(F)F)n2n1)N1CCCC1 ?
AmpC det inh: 0%

How did COc1ccc(S(=O)(=O)Cc2ccc(C(=O)NCc3cccnc3)o2)cc1 do in these assays?
AmpC det inh: 16%

Results for Cc1cc(NC(=O)CSc2nc(C(C)C)nc3c2c(=O)n(C)c(=O)n3C)no1 ?
AmpC det inh: 15%

Results for Nc1nc2n(n1)C(c1ccc(Cl)cc1)CC(c1ccc(F)cc1)N2 (configuration not stated) ?
AmpC det inh: 12%

How did Cc1ccccc1C(=O)Nc1ccc(S(=O)(=O)N2CCN(C)CC2)cc1 do in these assays?
AmpC det inh: -2%

What do the screens show for `O=C(O)/C(=C\c1ccccc1)c1ccccc1`?
AmpC det inh: -1%[5.75 µM]

How did CC(=O)N1CCC[C@@]2(CCN(C(=O)Nc3cccc(C#N)c3)C2)C1 do in these assays?
AmpC det inh: -4%

What do the screens show for `Oc1ccc(-c2nnc(-c3ccc(O)cc3)nn2)cc1`?
AmpC det inh: -3%

What do the screens show for `CCc1c(C(=O)Nc2ncn(Cc3cccc(C)c3)n2)csc1C`?
AmpC det inh: -2%

Results for O=C(Nc1ccc2nc(-c3ccco3)[nH]c2c1)c1ccco1 ?
AmpC det inh: 10%
